# High-throughput results as filed in PubChem BioAssay.
# Growth percent in the NCI-60 one-dose screen (48 h, 10 µM unless noted): 100 = growth as untreated, 0 = no growth, -100 = all killed.
# EKVX: EKVX NSCLC; 3% of 71,000 active
# UACC-257: UACC-257 melanoma; 4.4% of 78,000 active; AID 1794764
# SK-MEL-5: SK-MEL-5 melanoma | AID 1794755 | 6.4% of 80,000 active
# A549/ATCC: A549/ATCC NSCLC | 3.7% of 81,000 active | AID 1794740
# M14: M14 melanoma | AID 1794745 | 6.2% of 80,000 active
# HOP-92: HOP-92 NSCLC cells. 6.3% of 71,000 active. AID 1794738
# SK-MEL-28: SK-MEL-28 melanoma; 4.1% of 81,000 active
# UACC-62: UACC-62 melanoma. 5.4% of 81,000 active. AID 1794756
# An asterisk follows results filed as active; nt = no result given; & = joins results of further samples; [ ] = remark or other dose. How the source made its calls: active means growth percent below 10; inactive means the rest.
SMILES,EKVX,UACC-257,SK-MEL-5,A549/ATCC,M14,HOP-92,SK-MEL-28,UACC-62
CC1C(=O)C2C(CCC3=CC(=O)CCC32C)C2CCC(C(C)(C)OCCO)C12C (stereo not drawn),nt,97,95,87,98,80,99,85
C/C(=N\NC(=O)/C=C/CC(=O)O)c1nnn(-c2ccc([N+](=O)[O-])cc2)c1C,101,105,99,102,103,74,114,101
Oc1ccc2ccccc2c1CN1CCOCC1,113,120,113,100,98,102,107,111
NC(=S)N/N=C(\c1ccc(Cl)cc1)C1CC1,70,64,89,93,88,97,99,87
CCOC(=O)C1=NN(c2ccccc2)C(=O)C1N=Nc1ccc(S(=O)(=O)Nc2onc(C)c2C)cc1 (stereo not drawn),nt,102,102,111,100,103,113,nt
O=C1/C(=C/c2ccc(Cl)cc2)COc2ccc(O)cc21,96,104,97,89,86,96,97,78
C[C@]12CCC(=O)C=C1[C@@H]1C[C@@H]1C1C2CC[C@@]2(C)C1[C@@H]1C[C@@H]1[C@@]21CCC(=O)O1 (stereo partly drawn),58,91,80,89,99,nt,115,76
O=C(O)CNC(=O)CCc1nc2c(=O)[nH]c(=S)[nH]c2[nH]c1=O,100,98,101,100,103,103,109,94
c1ccc(-n2cc(COc3ncnc4c3cnn4-c3ccccc3)nn2)cc1,105,113,103,107,103,112,102,90
N/N=C(\N)c1ncc(-c2ccc(C(F)(F)F)cc2)c(NC2CCCCCC2)n1,nt,111,71,91,96,110,104,94
O=C(/C=C\c1cccc(Br)c1)c1ccc(Cl)cc1,98,107,101,93,103,108,108,87
CS(=O)(=O)OCc1cc(=O)c(OS(C)(=O)=O)co1,92,55,84,59,80,84,99,73
O=[N+]([O-])c1cc(Br)c2cccc3c2c1CC3,109,106,102,98,104,97,106,89
CC1=CN2C(=NC(c3ccc(Cl)c(Cl)c3)=CC2c2ccc(Cl)cc2)S1 (stereo not drawn),nt,110,95,96,100,113,110,96
CCC(=C(c1ccc(OCCN(CC)CC)cc1)c1ccc(OCCN(CC)CC)cc1)c1ccc(Cl)cc1,77,-65*,-98*,-75*,-79*,34,-87*,-68*
CCCCc1nc(/C=C/C(=O)c2ccc(C(F)(F)F)cc2)c(Cl)[nH]1,98,72,96,72,102,93,110,87
Cc1cc(Cl)c(Cl)cc1Cl,105,109,nt,100,108,154,110,91
Cc1cc(C)c(C(=O)Sc2ccccc2)c(C)c1,nt,100,100,97,98,81,104,96
O=S(=O)(c1ccc(N/N=C\c2ccccc2Cl)cc1)c1ccc(N/N=C/c2ccccc2Cl)cc1,85,92,97,85,85,31,94,73
CCSC(=S)NC(=O)c1ccccc1,112,106,101,105,109,95,109,105
O=C(NC1(N2CCOCC2)CC1)c1ccc(Cl)cc1,100,100,109,103,106,79,120,103
CCCC(O)CNCc1ccc2ncccc2c1 (stereo not drawn),94,108,97,105,101,84,106,100
O=C1c2cccc3cccc(c23)C(=O)N1C/C=C/c1ccc2c3c(cccc13)C(=O)N(CCN1CCNCC1)C2=O,99,101,96,101,103,91,109,103
C(=C\c1ccccn1)/c1ccncc1,122,56,101,122,101,113,124,98
CCCCCCCC/C=C\CCCCCCCCOc1cccc(CC(=O)NCC[N+]2(C)CCOCC2)c1,95,94,100,91,87,86,102,80

# Carrying on.
SMILES,EKVX,UACC-257,SK-MEL-5,A549/ATCC,M14,HOP-92,SK-MEL-28,UACC-62
C=C(Cl)[C@@](Cl)(CBr)CC[C@@H](Br)C(C)(C)Cl,-79*,-67*,88,-6.4*,89,nt,nt,-26*
CN(C)c1ccc(CCN=C(N)N=C(N)N)cc1,71[50 µM],88[50 µM],101[50 µM],91[50 µM],93[50 µM],nt,93[50 µM],91[50 µM]
COc1ccc(NC(=S)Nc2nc3c(=O)[nH]nc(-c4ccc(OC)cc4)c3s2)cc1,99,99,102,86,102,113,104,97
CC(=O)c1ccc(OCc2cccc(Cn3ccnc3)n2)c(OCc2cccc(Cn3ccnc3)n2)c1,106,102,87,93,111,88,112,94
CC(=O)c1ccc(S(=O)(=O)N(C)c2oc(-c3cccc4ccccc34)nc2C#N)cc1,95,101,90,96,98,106,100,80
O=C(c1ccccc1)C(CN1CCOCC1)c1ccccc1 (stereo not drawn),nt,52,45,95,28,41,69,22
C=CCc1ccc(OCC(=O)Nc2ccc3oc(=O)ccc3c2)c(OC)c1,110,109,99,101,101,99,101,86
CC(=O)c1cccc(Nc2ncnc3ccc(NC(=O)c4ccccc4)cc23)c1,89,112,83,93,104,81,101,86
Cn1cc(-c2nc(N)nnc2-c2c[nH]c3ccc(Br)cc23)c2cc(Br)ccc21,65,83,43,50,21,nt,60,27
COc1ccc(C2NN=C3c4ccccc4CCC32)cc1 (stereo not drawn),64,60,15,68,nt,67,76,50
Cc1ccc(S(=O)(=O)NNc2c3ccccc3nc3ccc(Cl)cc23)cc1,92,94,90,89,103,100,104,94
COc1cc(CC(=O)NO)cc(OC)c1OC,94,104,105,102,107,nt,98,115
Cc1c(C(=O)N[C@@H](Cc2ccccc2)C(=O)C(=O)NCc2ccc(F)cc2)[nH]c2ccccc2c1=O,85,101,99,97,103,94,100,92
O=C1CCC(C(=O)N/N=C/c2ccc([N+](=O)[O-])cc2)N1 (stereo not drawn),102,106,104,102,104,89,111,100
Oc1ccc(N=Cc2ccccc2)cc1,nt,106,83,103,91,52,113,97
Cc1ccc(N=NN(C)N=Nc2ccc(C)cc2)cc1,106,100,94,92,105,98,113,84
COc1cc(C(=O)/C=C/c2cn(-c3ccccc3)nc2-c2cccc(Nc3ccnc4cc(Cl)ccc34)c2)cc(OC)c1OC,nt,111,71,91,100,73,94,104
O=C(Nc1ccc2oc(=O)ccc2c1)Nc1c(Br)cc(F)cc1Br,110,109,89,117,111,107,107,97
CCn1c2c(c3ccccc31)CC1CN(c3ccc(C)cc3)C(=O)C1C2C(=O)O (stereo not drawn),94,99,98,107,102,101,103,93
C=CCOc1ccccc1/C=N/N1C(=O)CS/C1=N\N=C1/SCC(=O)N1/N=C/c1ccccc1OCC=C,93,101,98,96,97,117,107,97
Nc1nc(=O)c2cnccc2c(=O)[nH]1,99,105,101,101,102,88,108,99
COC(=O)NCn1c(=O)[nH]c2ccccc2c1=O,90,97,103,98,91,110,106,90
CCN(CC)c1ccc(C=Nc2ccnc3ccc(OC)cc23)cc1,109,100,100,98,99,106,106,105
CS(=O)(=O)O[C@H]1CO[C@H]2[C@@H]1OC[C@H]2OS(C)(=O)=O,nt,95,111,105,105,81,99,98
CC1CCN(C2=NC(=O)/C(=C\c3ccc(C(C)(C)C)cc3)S2)CC1,69,93,98,72,100,57,103,82

# 20 of these compounds, set out differently:
Compound	EKVX	UACC-257	SK-MEL-5	A549/ATCC	M14	HOP-92	SK-MEL-28	UACC-62
O=C(c1ccccc1)C(CN1CCOCC1)c1ccccc1 (stereo not drawn)	nt	52	45	95	28	41	69	22
C=CCc1ccc(OCC(=O)Nc2ccc3oc(=O)ccc3c2)c(OC)c1	110	109	99	101	101	99	101	86
CC(=O)c1cccc(Nc2ncnc3ccc(NC(=O)c4ccccc4)cc23)c1	89	112	83	93	104	81	101	86
Cn1cc(-c2nc(N)nnc2-c2c[nH]c3ccc(Br)cc23)c2cc(Br)ccc21	65	83	43	50	21	nt	60	27
COc1ccc(C2NN=C3c4ccccc4CCC32)cc1 (stereo not drawn)	64	60	15	68	nt	67	76	50
Cc1ccc(S(=O)(=O)NNc2c3ccccc3nc3ccc(Cl)cc23)cc1	92	94	90	89	103	100	104	94
COc1cc(CC(=O)NO)cc(OC)c1OC	94	104	105	102	107	nt	98	115
Cc1c(C(=O)N[C@@H](Cc2ccccc2)C(=O)C(=O)NCc2ccc(F)cc2)[nH]c2ccccc2c1=O	85	101	99	97	103	94	100	92
O=C1CCC(C(=O)N/N=C/c2ccc([N+](=O)[O-])cc2)N1 (stereo not drawn)	102	106	104	102	104	89	111	100
Oc1ccc(N=Cc2ccccc2)cc1	nt	106	83	103	91	52	113	97
Cc1ccc(N=NN(C)N=Nc2ccc(C)cc2)cc1	106	100	94	92	105	98	113	84
COc1cc(C(=O)/C=C/c2cn(-c3ccccc3)nc2-c2cccc(Nc3ccnc4cc(Cl)ccc34)c2)cc(OC)c1OC	nt	111	71	91	100	73	94	104
O=C(Nc1ccc2oc(=O)ccc2c1)Nc1c(Br)cc(F)cc1Br	110	109	89	117	111	107	107	97
CCn1c2c(c3ccccc31)CC1CN(c3ccc(C)cc3)C(=O)C1C2C(=O)O (stereo not drawn)	94	99	98	107	102	101	103	93
C=CCOc1ccccc1/C=N/N1C(=O)CS/C1=N\N=C1/SCC(=O)N1/N=C/c1ccccc1OCC=C	93	101	98	96	97	117	107	97
Nc1nc(=O)c2cnccc2c(=O)[nH]1	99	105	101	101	102	88	108	99
COC(=O)NCn1c(=O)[nH]c2ccccc2c1=O	90	97	103	98	91	110	106	90
CCN(CC)c1ccc(C=Nc2ccnc3ccc(OC)cc23)cc1	109	100	100	98	99	106	106	105
CS(=O)(=O)O[C@H]1CO[C@H]2[C@@H]1OC[C@H]2OS(C)(=O)=O	nt	95	111	105	105	81	99	98
CC1CCN(C2=NC(=O)/C(=C\c3ccc(C(C)(C)C)cc3)S2)CC1	69	93	98	72	100	57	103	82

# The list continues:
SMILES,EKVX,UACC-257,SK-MEL-5,A549/ATCC,M14,HOP-92,SK-MEL-28,UACC-62
COc1ncc2cc1NS(=O)(=O)c1cccc(c1)C(=O)NCC1=CC=C(S1)c1ccnc3c1SC2=C3C,76,120,83,98,83,53,95,98
C[N+](C)(C)CCNC(=O)c1ccc(OCc2ccccc2)cc1,99,106,101,107,97,99,103,95
COc1ccc(-c2[nH]ncc2-c2cc3c(c(OC)c2)OCC(=O)N3)cc1,39,60,12,35,12,63,58,25
CCOC(=O)NCCNC(=O)c1ccc(OC)c(OC2CCCC2)c1,nt,105,97,103,110,108,125,97
O=C1c2ccccc2C(=O)N1c1ccc(Cl)cc1,83,95,99,90,101,107,98,nt
COc1cc(-c2nc(-c3nnc(-c4ccc(Br)cc4)o3)c3ccccn23)cc(OC)c1OC,102,110,78,98,105,76,98,96
CCCCC(N)C(O)c1ccccc1 (stereo not drawn),106,99,103,102,107,90,116,100
CCc1cccc(C)c1NC(=O)CCc1nc(=S)[nH][nH]1,87,71,96,81,102,74,115,99
Cc1ccc(CC(=O)Nc2cc(C3(C)CC3)nn2C2CCCCC2)cn1,88,103,nt,102,nt,83,97,93
Nc1ncnc2c1nc(N)n2C1OC(CO)C(O)C1O (stereo not drawn),-33*,-57*,-88*,-26*,-86*,-30*,-48*,-68*
COc1cc(C(=O)/C=C/c2c(Cl)nc3sc(C)nn23)cc(OC)c1OC,nt,102,99,102,93,nt,113,nt
CCOc1ccc(/C=N/NC(=O)Cn2nc(Cc3ccc([N+](=O)[O-])cc3)c3onc(C)c3c2=O)cc1,16,70,28,-24*,51,-45*,50,50
NNc1ccc(-c2ccccc2)cc1,94,105,103,96,93,87,106,92
CC1CC2OC2CC1COC(=O)C1CC2OC2CC1C (stereo not drawn),107,107&86,102&97,105&93,102&107,87&108,113&100,88&103
COc1cc(C(=O)NNC(=O)c2ccc(NC(=O)CO)cc2)cc(OC)c1OC,105,82,99,77,99,106,105,96
COc1ccc(C(C#N)C(=O)c2cc(OC)c3c(c2)OCCO3)cc1 (stereo not drawn),nt,102,110,105,101,94,102,120
COc1ccc(CCN=Cc2ccc(Cl)cc2)cc1OC,111,109,107,108,111,90,121,107
COc1ccc(-c2cc(-c3ccc(N(C)C)cc3)c(C#N)c(N3CCCC3)n2)cc1,73,88,58,77,73,nt,93,102
COc1cc(C=NCc2ccccc2)ccc1O,nt,111&94,93&95,97&100,84&102,98&87,129&113,52&104
C[C@H](OC(=O)CCl)[C@@H](C)OC(=O)CCl,nt,110,110,102,100,nt,111,111
COC(=O)C1(C2CCCCCCC2=O)NC(=S)NC(=O)C1C#N (stereo not drawn),100,117,103,106,105,119,110,96
COc1ccc(-c2ccc(O)c(C(=O)/C=C/c3cc(OC)c(OC)c(OC)c3)c2)cc1,80,87,72,81,94,56,104,67
O=C1/C(=C/c2cc(F)cc(F)c2)Cc2c(F)cc(Br)cc21,89,103,93,95,98,118,102,73
COc1cc(C#N)ccc1O,nt,nt,103,nt,105,99,103,108
CC(=O)NC(Cc1ccc(O)c(CN2CCCCC2)c1)C(=O)O (stereo not drawn),94,92,104,90,106,nt,104,102

# New compounds follow.
SMILES,EKVX,UACC-257,SK-MEL-5,A549/ATCC,M14,HOP-92,SK-MEL-28,UACC-62
CC(C)CNCCCCCCl,nt,81,103,95,106,86,90,97
O=C(/C=C/c1cccc([N+](=O)[O-])c1)OCc1ccc2cc1OCC#C/C=C\C#CCO2,198,101,108,106,106,148,nt,97
Fc1ccc(-c2cn3ccnc3c(-c3ccc(Cl)cc3)n2)cc1,nt,91,72,67,53,69,92,61
Nc1c2c(nc3ccc(Cl)cc13)CC(c1ccccc1)CC2=O (stereo not drawn),40,64,31,57,14,85,52,24
Cc1ccc(-n2c(SCCc3c[nH]c4ccccc34)nnc2-c2ccncc2)cc1,95,106,97,90,104,76,107,79
O=C([C@H]1C[C@H]1c1ccc(C(F)(F)F)cc1)N1CCN(C2CCOCC2)CC1,102,98,106,99,104,82,102,95
CC(=O)NCCNS(=O)(=O)c1ccccc1,104,89,104,93,108,96,112,100
CN(/N=N/c1nc[nH]c1C(=O)NN)C1CCCCC1,105,115,116,107,109,99,104,98
